# 14-3-3g Raf – modulators of human 14-3-3 gamma - Raf peptide interaction | P61981 | FP, 14-3-3gamma / TMR-pS259-Raf peptide binding | inhibition, % at 40 µM | hit rate 0.19% among 160,000; in the data active = inhibition above about 30%;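 note: 0% = protein plus tracer without compound and 100% = blank with tracer alone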
# Target sequence (P61981 whole entry, looked up): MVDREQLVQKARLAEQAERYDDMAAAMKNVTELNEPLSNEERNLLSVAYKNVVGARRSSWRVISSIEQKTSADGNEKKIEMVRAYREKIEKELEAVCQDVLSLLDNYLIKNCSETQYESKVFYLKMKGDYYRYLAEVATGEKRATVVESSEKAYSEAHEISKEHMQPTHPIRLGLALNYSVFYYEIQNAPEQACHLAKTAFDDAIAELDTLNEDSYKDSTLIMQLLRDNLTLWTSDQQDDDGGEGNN
# * = called active by the depositor; & = joins results of further samples. Not all compounds are listed; the hit share may differ from the screen's.
SMILES,14-3-3g Raf
CCN(CC)CCOC(=O)c1cc2cc(COC)ccc2o1,0&2
CCCCNC(=O)c1c(N)n(CCCOC)c2nc3ccccc3nc12,-1
CNC(C)c1ccc2c(c1)OCCO2 (stereo not drawn),-3
FC(F)(F)C1(C(F)(F)F)NC2C(Cl)CC1C2Br (stereo not drawn),-4
COCCOC(=O)C1=C(N)OC(C)=C(C(=O)OC(C)C)C12C(=O)Nc1ccc(Br)cc12 (stereo not drawn),-8
CC(C)CC(NP(=O)(O)O[C@@H]1O[C@@H](C)[C@H](O)[C@@H](O)[C@H]1O)C(=O)NC(Cc1c[nH]c2ccccc12)C(=O)O (stereo partly drawn),2
Nc1ccc(S(=O)(=O)N2CC3CC(C2)c2cccc(=O)n2C3)cc1 (stereo not drawn),-3
Cc1ccc(-c2nc(CS(=O)CC(=O)N3CCC4(CC3)OCCO4)c(C)o2)cc1 (stereo not drawn),-9
O=C1CCCN1CC#CCN1CCCC1,-4
O=c1c2ccccc2[nH]c(=S)n1-c1ccc(Cl)cc1,-11
COc1cc(/C=N/n2cnnc2)ccc1OC(=O)N(C)C,2
O=C(CCN1CCOCC1)NCC(=O)Nc1ccc(Br)cc1C(=O)c1ccccc1,-5
Cc1ccc(Cl)cc1-n1c(O)c(C=NCCCN2CCOCC2)c(=O)[nH]c1=O,0
CCCCCn1c(=O)c(C(=O)NCc2ccccn2)c(O)c2ccccc21,-4
CCOC(=O)CC1=C(C(=O)OCC)C2(C(=O)N(C)c3ccccc32)C(C(=O)OC)=C(N)O1 (stereo not drawn),-2
O=c1[nH]c2ccccc2c(=O)n1-c1cccc(Cl)c1,0&-2
Nc1ccc2c(c1)Cc1ccccc1-2,6
C[C@]12N[C@H](Cc3ccccc31)c1ccccc12,-6
O=c1[nH]c(=O)n(Cc2ccc(F)cc2)c(O)c1C=NCC1CCCO1 (stereo not drawn),-4
CCCCn1c(=O)c(C(=O)Nc2nc3ccc(C)cc3s2)c(O)c2ccccc21,2
CN1C[C@@H](CS(=O)(=O)N(C)C)C[C@@H]2c3cccc4c3c(cn4C)C[C@H]21,1
CCOC(=O)C1=C(N(C(C)=O)C(C)=O)c2ccccc2CC12CCCCC2,-2
Cc1ccc(NC(=O)c2c(O)c3ccccc3n(Cc3ccccc3)c2=O)nc1,3
CCN(CC)CCCN=Cc1c(O)n(-c2ccccc2F)c(=O)[nH]c1=O,-4
Cc1c(C(c2ccc(Br)cc2)c2c(O)c3ccccc3oc2=O)c(=O)n(-c2ccccc2)n1C (stereo not drawn),-1
COc1ccc2c(c1OC)C(=O)OC2c1c(O)n(Cc2ccc(F)cc2)c(=O)[nH]c1=O (stereo not drawn),-7
CCC(=NCCO)c1c(O)n(-c2ccc(Cl)cc2)c(=O)[nH]c1=O,1
CC(=O)N1CC(=O)Nc2ccc(F)cc2C1c1ccccc1 (stereo not drawn),-5
O=C(c1cccs1)C1CN2CCC1CC2 (stereo not drawn),0
CC1(C)OC(=O)OC1(Br)CBr (stereo not drawn),5
CCC1(CC)C(=O)NC(=NCCc2c[nH]c3ccccc23)NC1=O,-15&-7
O=C1CC(=O)N(c2ccccc2)C(=S)N1c1ccccc1,-67
CC[N+]1(C)CCCC(OC(=O)C(O)(c2ccccc2)c2ccccc2)C1 (stereo not drawn),-5
CCC(=NCCOc1ccc(Cl)cc1)c1c(O)n(C)c(=O)n(C)c1=O,-6
CCN1c2nc3c(C)cccn3c(=O)c2CC2(C(=O)N(C)C(=O)N(C)C2=O)C1C (stereo not drawn),2
CC12CN3CC(C)(CN(C1)C3c1cccs1)C2 (stereo not drawn),-5
CC12CN3CC(C)(CN(C1)P3(=O)Oc1ccccc1)C2=O (stereo not drawn),-3&7
CCN(CC)c1cc(N2CCN(C)CC2)c([N+](=O)[O-])cc1F,7
CN1C2CCC1CC(OC(c1ccccc1)c1ccccc1N)C2 (stereo not drawn),-9
CCOc1ccc(-c2cc(C(=O)N3CCC4(CC3)OCCO4)c3ccccc3n2)cc1,-8
OC(COCc1ccc(Cl)cc1)CN1CC=C(c2ccccc2)CC1 (stereo not drawn),1
Cc1ccc(P(=S)(c2ccc(C)o2)N2CCOCC2)o1,-7
CN1CCN(CCC(=O)OC2CC3CCC(C2)N3C)CC1 (stereo not drawn),-2
Oc1ccc2c3c1O[C@H]1[C@@H](O)CC[C@@]4(O)C(C2)N(CC2CCC2)CCC314 (stereo partly drawn),2
CCCCn1c(C)c(C(=O)OCC)c2cc(O)c3ccccc3c21,5
CC(=O)Nc1ccc(OC(=O)c2ccccc2N)cc1,-7
O=c1c2ccccc2nc(-c2ccco2)n1-c1ccc(Br)cn1,1
CC12CNCC(C)(CNC1)C2O (stereo not drawn),-14
Cc1c(Cl)cccc1-n1c(C=Cc2ccccc2)nc2ccccc2c1=O,2
CCCC1N2CC3(C)CN1CC(C)(C2)C3=O (stereo not drawn),-3
CCOCCCNC(=O)CN1C2CCC1CC(O)(c1ccc(OC)cc1)C2 (stereo not drawn),-7
COc1ccccc1-n1c(-c2ccoc2)nc2ccccc2c1=O,0
CC1N=C(c2ccccc2)c2cc(Cl)ccc2N(CC(=O)Nc2cccc(C(F)(F)F)c2)C1=O (stereo not drawn),-26
CCCC(C)C(=O)NC1CCSC1=O (stereo not drawn),-3
CC(=NCCCO)c1c(O)n(Cc2ccccc2)c(=O)[nH]c1=O,-8
CC1=C[C@@H]2c3cccc4[nH]cc(c34)C[C@H]2N(C)C1,1
CC(C)NC(C)Cc1ccc(I)cc1 (stereo not drawn),-4
C[C@]12CC[C@@H](O)CC1CC[C@@H]1[C@@H]2CC[C@]2(C)C(=O)CC[C@@H]12 (stereo partly drawn),-6
CC(C)(C)C(O)C(Oc1ccc(Cl)cc1)n1cncn1 (stereo not drawn),-1
C=CCOC(=O)C1=C(C)OC(N)=C(C(=O)OC)C12C(=O)N(CC=C)c1ccccc12 (stereo not drawn),-12
# Continued:
SMILES,14-3-3g Raf
CCOC(=O)c1c(C)n(C2CCCCC2)c2ccc(O)cc12,1
CCN1CCN(C(=O)Cc2cn(C)c3ccccc23)CC1,12
NCCc1c[nH]c2ccc(C(N)=O)cc12,-2
O=c1c2ccccc2nc(C=Cc2ccc([N+](=O)[O-])cc2)n1-c1ccccc1F,-27
CCCCc1ccc2[nH]cc(CCN)c2c1,-3
CCOC(=O)CNC(=O)CSP(=S)(OCC)OCC,7
Nc1c(C(=O)NCCc2ccccc2)c2nc3ccccc3nc2n1CCN1CCOCC1,-1
N#CC(=Cc1ccc(O)c(O)c1)C(N)=S,-6
C[N+]12CCC(CC1)C(C#N)(N1CCOCC1)C2 (stereo not drawn),-3
CCCCCCC(C)(C)c1ccc([C@@H]2C[C@H](O)CC[C@H]2CCCO)c(O)c1,-11
CC(CNC(N)=O)([N+](=O)[O-])[N+](=O)[O-],11
Cc1[nH]c2ccccc2c1C=Cc1nc2ccc(I)cc2c(=O)n1-c1ccccc1,-328
CC(N)C(=O)c1ccco1 (stereo not drawn),9&-8
Cn1c(=O)oc2cc(S(=O)(=O)N3CC4CC(C3)c3cccc(=O)n3C4)ccc21 (stereo not drawn),-3
CCOc1ccc(CN2CCN(Cc3cccc(Br)c3)CC2)cc1,-7
CCCCn1c(=O)c(C(=O)Nc2ccccc2S(N)(=O)=O)c(O)c2ccccc21,-6
COc1ccc(-c2nc(CS(=O)CC(=O)N3CCC4(CC3)OCCO4)c(C)o2)cc1 (stereo not drawn),4
OC1(CN2CCOCC2)C2CC3CC(C2)CC1C3 (stereo not drawn),-6
CC(=O)c1ccccc1NC(=O)C1C2CCC(O2)C1C(=O)O (stereo not drawn),6
OC(c1ccc(Cl)s1)(c1ccc(Cl)s1)C1CN2CCC1CC2 (stereo not drawn),-9
N[C@@]1(C(=O)O)CC[C@@H](C(=O)O)C1,-4
CCOC(=O)C1C2NC(=S)N(c3ccc(CC)cc3)C1(C)Oc1ccccc12 (stereo not drawn),4
O=c1c2ccccc2[nH]c(=S)n1CCc1cnc[nH]1,4
COc1ccc2c(c1O)-c1cccc3c1[C@@H](C2)N(C)CC3,-6
C[C@H]1CCCC(=O)CCCCCc2cc(O)cc(O)c2C(=O)O1,-4
COc1cc(C=C(C#N)C#N)cc(O)c1O,1
CC(C)(C)c1cc(C=C(C#N)C#N)cc(C(C)(C)C)c1O,7
Cc1ccc(CS(=O)(=O)CCC(=O)N2CCC3(CC2)OCCO3)cc1,-5
O=C1c2ccccc2C(=O)N1Cc1nc2ccccc2c(=O)n1-c1nccs1,-10
O=C1C2CCCN2C(c2ccc(Cl)c(Cl)c2)N1c1ccccn1 (stereo not drawn),0
CCOC(=O)c1c(C)n(CCOC)c2ccc(O)cc12,-6
O=C1C2CN3CCN(C2)CC1(c1ccccc1)C3,-13
CC(C)[C@H]1C(=O)N2CCC[C@H]2[C@]2(O)O[C@](NC(=O)[C@@H]3C=C4c5cccc6[nH]cc(c56)C[C@H]4N(C)C3)(C(C)C)C(=O)N12,-106
Cc1ccc2[nH]cc(CC(C)N)c2c1 (stereo not drawn),-2
Cc1ccc(N2C(=O)NC(=O)C3(Cc4ccccc4N4CCN(c5ccccc5)CC43)C2=O)cc1 (stereo not drawn),-16
Clc1cccc(CNCCc2c[nH]c3ccccc23)c1,-4
CC1=C(C(=O)OC(C)C)C2(C(=O)Nc3ccc(Br)cc32)C(C(=O)OC(C)(C)C)=C(N)O1 (stereo not drawn),-2
Cc1cc(C)n2nc(C)[n+](C)c2n1,1
COc1ccc(NC(=O)CN2C(=O)CN=C(c3ccccc3Cl)c3cc(Cl)ccc32)cc1OC,-7
CCOC(=O)c1c(C)nc2c(C3CCCN3C)cccn12 (stereo not drawn),-6
CCCCn1c(C)c(C(=O)OCC)c2cc(OC(=O)CC)c3ccccc3c21,-8
CCN(CC)CCCN=Cc1c(O)n(CCc2ccc(F)cc2)c(=O)[nH]c1=O,-8
O=[N+]([O-])c1ccc(C2N3CCCN23)cc1 (stereo not drawn),-2
C=CCn1c(O)c(C(C)=Nc2ccc(C(=O)OCC)cc2)c(=O)[nH]c1=O,-5
CC(C)CCNC(=O)CN1C(=O)C(CC(C)C)N=C(c2ccccc2)c2ccccc21 (stereo not drawn),-1
C=CCOC(=O)C1C2NC(=S)N(CCc3ccc(OC)c(OC)c3)C1(C)Oc1ccccc12 (stereo not drawn),-4
NCC(CC(=O)O)C1CCCCC1 (stereo not drawn),-4
CC(C)(C)CC(=O)NC1CCSC1=O (stereo not drawn),8
Cc1ccc(NC(=O)CN2C(=O)CN=C(c3ccccc3)c3ccccc32)cc1,-1
CC(C)(CO)Nc1ccc([N+](=O)[O-])c2cccnc12,-5
O=[N+]([O-])c1ccc(NCc2ccccc2)c2ncccc12,-3
C[Se]C[C@H](N)C(=O)O,-8
O=c1[nH]c(=O)n(CCC2=CCCCC2)c(O)c1C=NCCCn1ccnc1,1
Cc1c(C(c2ccc3c(c2)OCO3)c2c(O)c3ccccc3oc2=O)c(=O)n(-c2ccccc2)n1C (stereo not drawn),6
c1ccc2c(c1)CCc1c-2[nH]c2ccccc12,-3
COc1ccc(O)c(CN2CCN(Cc3ccc(Br)cc3)CC2)c1,-3
COCCNC(=O)CN1C(=O)C(C)N=C(c2ccccc2)c2cc(Cl)ccc21 (stereo not drawn),-4
O=C(Nc1ccc(Cl)cc1C(=O)c1ccccc1Cl)c1ccc(S(=O)(=O)N2CCCCC2)cc1,9
CN(C)CC1(O)C2CN3CCN(C2)CC1(C)C3 (stereo not drawn),2
C(#CCN1CCOCC1)COCC#Cc1ccccc1,4
Cc1ccc2c(c1)C(Cc1nc3ccccc3c(=O)n1-c1ccccc1)C(=O)N2 (stereo not drawn),-1
CCN(CC)CCCN=C(C)c1c(O)n(C2CCCCC2)c(=O)[nH]c1=O,-19

# Molecules above that contain four or more nitrogen atoms:
SMILES,14-3-3g Raf
CCCCNC(=O)c1c(N)n(CCCOC)c2nc3ccccc3nc12,-1
COc1cc(/C=N/n2cnnc2)ccc1OC(=O)N(C)C,2
Cc1ccc(Cl)cc1-n1c(O)c(C=NCCCN2CCOCC2)c(=O)[nH]c1=O,0
CCN(CC)CCCN=Cc1c(O)n(-c2ccccc2F)c(=O)[nH]c1=O,-4
CCC1(CC)C(=O)NC(=NCCc2c[nH]c3ccccc23)NC1=O,-15&-7
CCN1c2nc3c(C)cccn3c(=O)c2CC2(C(=O)N(C)C(=O)N(C)C2=O)C1C (stereo not drawn),2
CCN(CC)c1cc(N2CCN(C)CC2)c([N+](=O)[O-])cc1F,7
Nc1c(C(=O)NCCc2ccccc2)c2nc3ccccc3nc2n1CCN1CCOCC1,-1
CC(CNC(N)=O)([N+](=O)[O-])[N+](=O)[O-],11
O=c1c2ccccc2[nH]c(=S)n1CCc1cnc[nH]1,4
O=C1c2ccccc2C(=O)N1Cc1nc2ccccc2c(=O)n1-c1nccs1,-10
CC(C)[C@H]1C(=O)N2CCC[C@H]2[C@]2(O)O[C@](NC(=O)[C@@H]3C=C4c5cccc6[nH]cc(c56)C[C@H]4N(C)C3)(C(C)C)C(=O)N12,-106
Cc1ccc(N2C(=O)NC(=O)C3(Cc4ccccc4N4CCN(c5ccccc5)CC43)C2=O)cc1 (stereo not drawn),-16
Cc1cc(C)n2nc(C)[n+](C)c2n1,1
CCN(CC)CCCN=Cc1c(O)n(CCc2ccc(F)cc2)c(=O)[nH]c1=O,-8
O=c1[nH]c(=O)n(CCC2=CCCCC2)c(O)c1C=NCCCn1ccnc1,1
CCN(CC)CCCN=C(C)c1c(O)n(C2CCCCC2)c(=O)[nH]c1=O,-19

# Screening data (PubChem)
